Assay outcomes: PubChem, National Center for Advancing Translational Sciences (NCATS)
GAA glycogen mod = alters human alpha-glucosidase cleavage of glycogen; P10253; recombinant GAA, glycogen substrate, Amplex Red glucose oxidase fluorescence; Potency, µM (titrated, usually from 76.4 µM), for the others: top-dose activity change, negative = inhibition, most hits filed as inhibitors; actives 0.38% (n = 300,000);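 further: 0% = full enzyme reaction and -100% = no-enzyme basal signal; the screen sought inhibitors and activators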
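Recombinant human alpha-glucosidase (4 nM final) hydrolysed bovine liver glycogen (30 ug) for 40 min at 37 C in pH 5.0 citrate/phosphate with 0.01% Tween-20. Released glucose detected by glucose oxidase/Amplex Red, Ex 573/Em 610 nm. Compounds up to 77 uM; AC50 from Hill fits.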
aGlu spleen mod = inhibits or activates alpha-glucosidase in human spleen homogenate. human spleen homogenate, 4-MU-alpha-glucoside fluorescence. P10253. actives 0.006% (n = 240,000). Potency, µM (doses to about 79.9 µM), for inactives: top-dose activity change, negative = inhibition, most hits filed as inhibitors;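 further: 0% = enzyme with vehicle and -100% = no enzyme basal signal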
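Human spleen homogenate (1 ug) with 4-methylumbelliferyl-alpha-D-glucopyranoside (1 mM final) in 50 mM citrate/phosphate pH 5.0, 0.01% Tween-20; 40 min at 37 C. Stopped at pH 10; 4-MU fluorescence Ex 365/Em 440 nm; AC50 by Hill fit.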
ALDH1A1 block = ALDH1A1 (human) enzyme inhibition | P00352 | Purified ALDH1A1, NADH fluorescence, propionaldehyde substrate | Potency, µM (highest dose often 75.3 µM), inactives show top-dose activity, negative = inhibition, actives largely listed as inhibitors | actives 7.3% (n = 220,000) | AID 1030; active means well fitted inhibition curve with a large enough effect, not every such curve was filed as active; inconclusive means small, poorly fitted or top-dose-only effect, or another doubt; inactive means no such curve, though single readings can be large or run the other way;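 further: plate controls were no enzyme wells and a reference inhibitor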
Tau fluor counter = counter-screen for tau fibril formation inhibitors; Potency, µM (doses to about 57.7 µM), without a hit: at the highest dose activity change, negative = decrease; tau K18 P301L (four-repeat tau fragment) Alexa594 fluorescence, heparin fibrillization; actives 0.93% (n = 280,000); further: on the % scale 0 is the no-effect control and ±100 the full control effect; nearly all actives have a fitted effect of over 55% in size
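Human K18 P301L tau (15 uM unlabeled plus 0.24 uM Alexa 594-labeled, final) in 100 mM sodium acetate pH 7 was mixed with compound and 20 uM heparin and incubated 6 hr at 37 C.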
NPSR antagonist = antagonists of human neuropeptide S receptor cAMP signaling; CHO-NPSR cells, cAMP TR-FRET, antagonist mode; Q6W5P4; Potency, µM (titrated, usually from 38.3 µM), without a hit: at the highest dose activity change, negative = inhibition, most hits filed as inhibitors; actives 1% (n = 220,000); further: on the % scale 0 is the no-effect control and ±100 the full control effect; nearly all actives have a fitted effect of over 50% in size; many of its hits are not listed in these tables
Target sequence (Q6W5P4 whole entry, looked up): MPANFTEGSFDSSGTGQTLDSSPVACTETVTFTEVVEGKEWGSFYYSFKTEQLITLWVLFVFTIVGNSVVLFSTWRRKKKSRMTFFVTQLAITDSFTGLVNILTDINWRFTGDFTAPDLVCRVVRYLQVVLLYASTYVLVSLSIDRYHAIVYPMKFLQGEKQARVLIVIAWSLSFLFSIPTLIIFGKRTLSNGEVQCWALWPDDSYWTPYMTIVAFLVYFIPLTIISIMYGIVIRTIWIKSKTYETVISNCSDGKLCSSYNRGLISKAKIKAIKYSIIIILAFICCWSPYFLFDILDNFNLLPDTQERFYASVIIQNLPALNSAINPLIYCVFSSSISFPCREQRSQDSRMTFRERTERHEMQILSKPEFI
GLA spleen mod = alpha-galactosidase A (human) modulation; Potency, µM (top dose mostly 80 µM), without a hit: at the top dose activity change, negative = inhibition, most hits filed as inhibitors; P06280; human spleen homogenate, 4MU-alpha-Gal fluorescence, 40 min; actives 0.008% (n = 240,000);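 further: 0% = enzyme with vehicle and -100% = no enzyme basal signal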
Target sequence (P06280 32-429 limits assumed): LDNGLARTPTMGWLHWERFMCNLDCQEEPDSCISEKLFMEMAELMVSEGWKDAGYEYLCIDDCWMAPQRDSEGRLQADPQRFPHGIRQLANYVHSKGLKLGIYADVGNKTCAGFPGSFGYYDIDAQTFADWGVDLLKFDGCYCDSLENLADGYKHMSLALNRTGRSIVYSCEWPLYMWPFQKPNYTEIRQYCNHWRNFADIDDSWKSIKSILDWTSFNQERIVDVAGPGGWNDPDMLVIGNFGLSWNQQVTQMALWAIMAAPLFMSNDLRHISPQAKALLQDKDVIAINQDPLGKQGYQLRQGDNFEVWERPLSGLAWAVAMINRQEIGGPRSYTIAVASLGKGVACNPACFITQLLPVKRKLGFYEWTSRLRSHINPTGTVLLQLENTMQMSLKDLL
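Spleen homogenate 1 ug + cpd (titration) + 4-MU-alpha-D-galactopyranoside 1 mM; 37C 40 min; 50 mM citrate/phosphate pH 5.0, 0.01% Tween-20; stop pH 10; fluorescence 365/440; AC50 via Hill.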
Epigenetic reg = regulators of epigenetic silencing causing reporter derepression in mouse cells | murine LDR cells, GFP reporter derepression, 30 h | Potency, µM (top dose mostly 53.9 µM), for inactives: at the top dose GFP activation, most hits filed as activators | actives 0.2% (n = 280,000); further: % of control where 0% means no effect; nearly all actives have a fitted effect of over 60% in size
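Readout is the number of GFP-expressing murine LDR cells, counted by cytometry following washing. Cells were treated with compound for 30 h at 37 C; the stably integrated CMV-GFP locus is normally silent.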
GAA inh = alpha-glucosidase (human) inhibition | P10253 | purified human GAA, 4-MU-alpha-glucoside fluorescence | Potency, µM (titrated, usually from 76.9 µM), inactives show top-dose activity change, negative = inhibition, usual class: inhibitors | actives 0.005% (n = 200,000) | AID 1466;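 further: plate controls were uninhibited enzyme wells for no effect and no-enzyme background for full effect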
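Fluorogenic assay: 4 nM human alpha-glucosidase with 400 uM 4-methylumbelliferyl-alpha-D-pyranoside in 50 mM citrate/phosphate, 0.005% Tween-20, pH 5.0, 20 min at room temperature. Compounds tested up to 77 uM; AC50 from Hill fits.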
The depositor's hits bear a star; ? = inconclusive; . = not tested or not shown; & = joins results of further samples; [ ] = remark or other dose. Unless noted, the call rests on the fitted dose curve; in most records, active means well fitted curve in the direction sought with a large enough effect; inconclusive means small, poorly fitted or top-dose-only effect, or another doubt; inactive means no such curve, though single readings can be large; an effect the other way counts as inactive or inconclusive. Potency means the concentration at half of the fitted maximal effect.

SMILES | GAA glycogen mod | aGlu spleen mod | ALDH1A1 block | Tau fluor counter | NPSR antagonist | GLA spleen mod | Epigenetic reg | GAA inh
COc1ccc2c(=O)cc(C(F)(F)C(F)(F)F)oc2c1 | -12% | 7% | ? | 2% | 9%[46.1 µM] | 7% | 9.0% | -2%
CCNc1nc(N)c(C(=C(C#N)C#N)c2ccccc2)s1 | 6% | ? | ? | -18% | -11%[46.1 µM] | ? | -3.2% | ?
N#CCCN/N=C(/Cc1nc2ccccc2[nH]1)c1cccc(Cl)c1 | 2% | -8% | ? | ? | -19%[46.1 µM] | 0% | -1.0% | -4%
COc1ccc(C2NC3=C(CCC3)C3(C#N)C(OC)(OC)N=C(N)C23C#N)cc1 (configuration not stated) | 10% | -7% | 5% | -16% | -11%[46.1 µM] | 5% | 2.0% | 8%[15.4 µM]
Cc1cc2n(n1)C(c1ccccc1)Nc1ccccc1-2 (configuration not stated) | -6% | -1% | ? | -25% | -9%[46.1 µM] | 2% | 0.0% | -6%
O=C1N(Cc2cccc(Cl)c2)C[C@@H]2C[C@@H](c3cccc4ncccc34)N3CCC[C@@]123 | 14% | 5% | ? | -11% | ? | -6% | 6.7% | 3%
COc1cc(-c2nnc(SCC(=O)N3c4ccccc4Sc4ccccc43)o2)cc(OC)c1OC | 7% | -6% | -16% | -23% | -30%[46.1 µM] | 0% | 13% | -1%
CCOC(=O)COc1ccccc1C1Nc2ccccc2C(=O)N1c1cccc(Cl)c1 (configuration not stated) | 1% | 10% | ? | -20% | ? | 23% | 2.5% | ?
C[C@H]1C(c2ccc(F)cc2)=NN(c2ccccc2)[C@@H]1CO | . | 26%[119 µM] | ? | 25µM*[quencher] | . | ? | 3.0% | .
COc1cccc(OCC(Cn2c(C)nc3ccccc32)OC(C)=O)c1 (configuration not stated) | -2% | -3% | -4% | 0% | -11% | 3% | 4.9% | 2%
O=C(CSc1nc(O)c(Cc2ccccc2)c(=O)[nH]1)Nc1nnc(SCc2ccccc2)s1 | 2% | -2% | -5% | -9% | 1% | 5% | 0.0% | 0%
O=c1cc(-c2ccccc2)nc(SCCOc2ccccc2Cl)[nH]1 | -2% | 0% | 1% | 2% | -5% | 2% | -2.7% | 8%
CCn1cc(/C=N/NC(=O)c2cc3c(ccc4ccccc43)o2)c2ccccc21 | 2% | -4% | ? | ? | -26%[46.1 µM] | -3% | -2.3% | 0%
Cc1ccc(C(=O)Oc2ccccc2C(=O)N2CCOCC2)cc1 | -11% | -3% | -12% | -7% | -9%[46.1 µM] | -2% | -1.2% | -3%
O=C(c1ccc(CNc2c(N3CCCC3)c(=O)c2=O)cc1)N1CCN(C2CCCCC2)CC1 | -8% | 0% | -5% | -4% | 12% | 5% | 0.6% | -2%
CC(C)OC(=O)C[C@H](NC(=O)OC(C)(C)C)c1ccccc1 | . | 5%[17.4 µM] | 2%[13.5 µM] | -2%[11.6 µM] | . | -13%[17.5 µM] | 0.0%[10.1 µM] | .
O=C(Nc1nnc(-c2ccncc2)s1)Nc1ccccc1F | 0% | -3% | 6% | 4% | -20% | 2% | 0.1% | 2%
COc1ccc(N(C(C)C(=O)NC2CCCCCC2)S(C)(=O)=O)cc1 (configuration not stated) | 2% | -2% | -2% | -2% | -7%[46.1 µM] | 7% | 1.1% | -4%
O=C(N(c1ccccn1)c1ccccn1)C12CC3CC(CC(C3)C1)C2 | 3% | 2% | 8% | 4% | 0% | -1% | 1.7% | 1%
COc1ccccc1N1CCN(CC(=O)NCC2CCCO2)CC1 (configuration not stated) | 2% | -5% | ? | -5% | 11% | -10% | 0.0% | 5%
Cc1nn(-c2ccccc2)c(Cl)c1C(=O)NCc1cccs1 | 10% | -8% | -1% | -10% | -5%[46.1 µM] | 2% | 0.0% | -6%
O=C(Nc1cc(S(=O)(=O)N2CCOCC2)ccc1N1CCOCC1)c1cc(=O)[nH]c2ccccc12 | 28µM* | -17% | -9% | -9% | 19% | -7% | 2.6% | ?
O=C(Nc1ccc(N2CCOCC2)c(Cl)c1)c1cc(F)c(F)cc1Cl | 4% | 0% | 3% | -19% | -6%[46.1 µM] | 3% | -1.1% | -1%
Cc1nc2ccccc2c(=O)n1NC(=O)c1cncc(Br)c1 | 8% | 8% | -13% | 9% | 11% | 1% | -6.8% | -6%
O=C(O)C1CCCN(S(=O)(=O)c2ccc(F)cc2)C1 (configuration not stated) | 5% | -8% | -3% | -14% | -1%[46.1 µM] | 22% | 1.9% | -6%
CC(=O)Nc1cccc(NC(=O)CCn2cnc3cc(C)c(C)cc32)c1 | 4% | -19% | 8% | 5% | 2%[46.1 µM] | 5% | -0.8% | 3%
COc1ccccc1Nc1nc(NCC2CCCO2)c2ccccc2n1 (configuration not stated) | 1% | 8% | -4% | -7%[2.34 µM] | 42% | -2% | 6.8% | ?
CCn1cc(C(=O)NC2CCc3ccccc32)c(=O)c2ccc(C)nc21 (configuration not stated) | -11% | -10% | ? | -1% | -10%[46.1 µM] | 4% | -4.9% | 5%
COc1ccc(NC(=O)/C(Cl)=C(/Cl)S(=O)Cc2ccc(Cl)cc2)cn1 (configuration not stated) | 4% | -7% | 0.35µM* | -17% | 7.9µM* | -1% | -0.1% | -5%
CCOC(=O)/C=C1\SCC(=O)N1CC(=O)c1ccc[nH]1 | 5% | -6% | -3% | -17% | 14%[46.1 µM] | -12% | -7.7% | 2%[15.4 µM]
CCS(=O)(=O)C(=C1NCCO1)S(=O)(=O)CC | 7% | -9% | 10% | 0% | -4%[46.1 µM] | 0% | 0.0% | 1%
CSc1nc2c(c(=O)[nH]1)C(c1ccccc1)C1=C(CC(C)(C)CC1=O)N2 (configuration not stated) | 4% | 1% | ? | 5% | -26% | 1% | 1.6% | ?
CCCCOC(=O)n1c(=O)oc2ccccc21 | 0% | 0% | 3% | 6% | -12%[46.1 µM] | 4% | 1.0% | 4%
Cc1ccc2cc(CN(Cc3ccco3)C(=O)NCc3ccccc3)c(=O)[nH]c2c1C | -9% | -1% | ? | 10% | -26%[46.1 µM] | 4% | 2.0% | -8%
Cc1ccc2c(c1)nnn2C1CCN(C(=O)NC23CC4CC(CC(C4)C2)C3)CC1 | 7% | -2% | 18% | 1% | 16%[46.1 µM] | 2% | 0.1% | -3%
COc1cc(C)nc(NCc2ccccc2)n1 | 0% | -4% | -1% | -8% | -1%[46.1 µM] | 2% | 0.9% | -1%
Cc1cc(SCC(=O)N2CCCC2)nc2ccccc12 | 7% | -2% | -27% | 2% | -9%[46.1 µM] | 6% | -2.3% | 9%
CCCCN(C(=O)CCC(=O)Nc1cc(C)on1)C(C(=O)NC(C)(C)CC)c1cccc(OC)c1OC (configuration not stated) | 5% | -5% | . | . | -9% | 10% | 1.0% | .
O=C1c2ccccc2C(=O)N1CCSc1nnc(-c2ccco2)n1Cc1ccccc1 | 15% | 0% | ? | -1% | -11%[46.1 µM] | -3% | -2.7% | -6%
Cc1cc2[nH]c(=S)[nH]c2cc1C | -2% | 6% | 28µM* | -4% | 13% | 6% | 1.9% | -5%
COc1cc(NC(=O)c2ccc3c(SCC(=O)O)c4c(nc3c2)CCCC4)cc(OC)c1OC | -10% | -1% | 10µM* | -2% | 23% | 7% | 1.3% | -4%
CCN(C(=O)CN(C)Cc1cccc(Cl)c1Cl)c1c(N)n(Cc2ccccc2)c(=O)[nH]c1=O | 13% | -12% | 8% | 0% | 12%[46.1 µM] | -8% | 0.0% | -12%
Cc1noc(C)c1C(=O)Nc1sc(C)c(C)c1C#N | -15% | -10% | -12% | 0% | 0%[46.1 µM] | -10% | 2.3% | -9%
Cn1c(=O)[nH]c2ncn(C)c2c1=O | . | -3%&-2%&5% | 5%&7% | -3%&-5%&-1% | -11%[46.1 µM] | 10%&5%&7% | 1.1%&1.1%&5.7% | .
CCOc1nc(-c2ccccc2Cl)ccc1C#N | 1% | -10% | -5% | -17% | -7%[46.1 µM] | 5% | -0.9% | ?
Cn1nnnc1SCC(=O)NC1CCCCC1 | 0% | 0% | -9% | 6% | 16%[46.1 µM] | 1% | -0.8% | ?
Cn1c(=O)c(N)c2c3c(c(Br)ccc31)C(=O)c1ccccc1-2 | 7% | 0% | ? | ? | 16% | 2% | 6.6% | 1%[15.4 µM]
Cc1cc(=O)c2c(C)nn(-c3ccccc3)c2[nH]1 | 5% | 1% | ? | 3% | -10%[46.1 µM] | 4% | 0.0% | 1%
CCOCCCNCc1ccc(OCC(=O)N2CCOCC2)c(OC)c1 | 20% | -1% | 3% | -3% | 14% | -1% | -2.0% | 8%
O=C(Cn1cc([N+](=O)[O-])cn1)N1N=C(C(F)F)CC1(O)C(F)F (configuration not stated) | 10% | -1% | 6% | -7% | 15% | -14% | -1.0% | 0%

(continued)
SMILES | GAA glycogen mod | aGlu spleen mod | ALDH1A1 block | Tau fluor counter | NPSR antagonist | GLA spleen mod | Epigenetic reg | GAA inh
Clc1ccccc1-c1nnn(Cc2ccc(-c3nn[nH]n3)cc2)n1 | 1% | -4% | 16µM* | -3% | -5%[46.1 µM] | -4% | 1.0% | 0%
O=C(Nc1ccc(Cl)cc1Cl)c1ccc(-c2ccccc2)cc1 | 7% | -1% | 6% | 6% | ? | -1% | -1.8% | 1%
CCN(CC)C(=O)N1CCC(NC(=O)c2ccc(C(C)(C)C)cc2)CC1 | 6% | 0% | -1% | -11% | -4%[46.1 µM] | 4% | -0.9% | 7%
CCCOC1(NC(=O)c2ccccc2)C(C)=CC(=O)C=C1C | 0% | -2% | -5% | -4% | -10%[46.1 µM] | 5% | 1.0% | -1%
COc1cccc(-c2nn(C)c3sc(C(=O)NCc4ccccn4)cc23)c1 | -1% | -5% | ? | -29% | -24%[46.1 µM] | -7% | 1.2% | -6%
O=C(Nc1nc2n(n1)C(c1ccccc1)C=C(c1ccccc1)N2)c1ccco1 (configuration not stated) | -14% | -2% | ? | -1% | -12%[46.1 µM] | 13% | 0.8% | -4%

This is a subset (hit frequency here may not be typical).
